Screening results from PubChem BioAssay.
N370S GC mod: N370S glucocerebrosidase modulation, Gaucher chaperone candidate; P04062; N370S GC spleen homogenate, 4MU-glucoside fluorescence; Potency, µM (doses to about 59.4 µM), for the others: at the top dose activity change, negative = inhibition, actives largely listed as inhibitors; hit rate 0.092% among 330,000; AID 2101;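 further: 0% = full enzyme activity and -100% = no enzyme basal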
FEN1 inhibitor: blocks human flap endonuclease 1. P39748. Recombinant FEN1 flap cleavage, fluorescence, 15 min. Potency, µM (top dose mostly 114 µM), for inactives: at the highest dose activity change, negative = inhibition, usual class: inhibitors. hit rate 0.35% among 390,000. AID 588795; further: nearly all actives have a fitted effect of over 65% in size
Target sequence (P39748 whole entry, looked up): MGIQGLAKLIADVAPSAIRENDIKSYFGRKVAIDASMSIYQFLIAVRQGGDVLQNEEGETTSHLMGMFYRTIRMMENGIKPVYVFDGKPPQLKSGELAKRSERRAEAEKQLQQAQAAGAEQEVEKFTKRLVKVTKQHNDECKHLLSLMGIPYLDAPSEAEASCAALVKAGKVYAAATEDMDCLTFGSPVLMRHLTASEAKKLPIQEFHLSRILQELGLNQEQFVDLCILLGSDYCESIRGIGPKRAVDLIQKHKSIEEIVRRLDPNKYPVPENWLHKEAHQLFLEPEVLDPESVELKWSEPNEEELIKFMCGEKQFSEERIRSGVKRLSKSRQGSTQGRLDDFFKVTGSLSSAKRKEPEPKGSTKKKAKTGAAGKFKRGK
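Nuclease activity of 10 nM FEN1 was measured after 15 min of room-temperature exposure to titrated compounds, by adding 50 nM flap substrate and reading plates at 0 and 15 min.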
TDP1 inh: inhibitors of human tyrosyl-DNA phosphodiesterase TDP1; Q9NUW8; recombinant TDP1, AlphaScreen DNA substrate cleavage; Potency, µM (doses to about 130 µM), inactives show at the highest dose activity change, negative = inhibition, hits mostly inhibitors; hit rate 0.28% among 350,000; further: nearly all actives have a fitted effect of over 40% in size
Target sequence (Q9NUW8 whole entry, looked up): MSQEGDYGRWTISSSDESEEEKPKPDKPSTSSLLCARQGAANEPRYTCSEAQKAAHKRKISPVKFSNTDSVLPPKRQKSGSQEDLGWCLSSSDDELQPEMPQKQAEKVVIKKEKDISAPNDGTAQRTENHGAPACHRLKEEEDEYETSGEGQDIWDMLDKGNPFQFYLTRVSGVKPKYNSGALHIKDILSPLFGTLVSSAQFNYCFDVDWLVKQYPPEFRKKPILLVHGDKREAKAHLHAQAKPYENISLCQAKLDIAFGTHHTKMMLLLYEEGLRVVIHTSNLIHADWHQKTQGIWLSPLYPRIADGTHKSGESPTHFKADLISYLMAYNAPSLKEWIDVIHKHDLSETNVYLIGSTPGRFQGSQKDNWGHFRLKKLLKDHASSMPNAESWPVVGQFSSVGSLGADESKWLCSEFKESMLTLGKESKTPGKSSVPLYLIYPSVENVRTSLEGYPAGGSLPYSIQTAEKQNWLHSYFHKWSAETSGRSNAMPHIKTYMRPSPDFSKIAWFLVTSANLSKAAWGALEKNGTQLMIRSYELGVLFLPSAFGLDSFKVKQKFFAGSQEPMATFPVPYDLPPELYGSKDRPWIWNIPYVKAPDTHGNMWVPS
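AlphaScreen read-out: signal falls as enzyme removes the 3' tyrosine-FITC from a 5'-biotinylated DNA oligo (15 nM, 5 min, RT). Enzyme was E. coli-made recombinant Tdp1 at 1 nM, exposed to compound for 15 min beforehand; beads 10 ug/ml, 10 min.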
The depositor's hits bear a star; u = inconclusive; x = no result given; & = joins results of further samples; [ ] = remark or other dose. The call rests on the fitted dose curve; in most records, active means well fitted curve in the direction sought with a large enough effect; inconclusive means small, poorly fitted or top-dose-only effect, or another doubt; inactive means no such curve, though single readings can be large; an effect the other way counts as inactive or inconclusive. Unless noted, on the % scale 0 is the no-effect control and ±100 the full control effect; potency means the concentration at half of the fitted maximal effect. Outcome played no part in choosing rows (roughly 0.53% active in at least one column).

SMILES	N370S GC mod	FEN1 inhibitor	TDP1 inh
COc1ccc(Cc2noc(CN3CCN(c4ccc(Cl)cn4)CC3)n2)cc1OC	14%	1%	3%
COc1cc2c(O)c3c(c(-c4ccc5c(c4)OCO5)c2cc1OC)C(=O)OC3	-2%	-1%	3%
CC(C)(C)N1C(=O)c2ccc(C(=O)Nc3nccs3)cc2C1=O	-19%	-19%	8%
O=C(NCCCN1CCOCC1)c1ccccc1-c1ccccc1	3%	7%	2%
Cc1cc(-c2nnc(SCC(=O)Nc3ccccc3)n2C)no1	2%	5%	-3%
CCOC(=O)c1ccc(CC(=O)c2ccc(O)c(O)c2O)o1	-11%	14µM*	x
C/C=C/c1ccc(OCCOc2cc(C=O)ccc2OC)c(OC)c1	-24%	-19%	-11%
CCOc1ccc(N=C2NC(=O)CS2)cc1	-2%	-11%	x
CCN(CC(=O)Nc1ccc(NC(C)=O)cc1)C(=O)Cc1ccccc1F	-4%	1%	x
O=C(NCCN1CCOCC1)C1CCCN(S(=O)(=O)c2ccc(F)cc2)C1 (stereo not given)	-12%	6%	3%
CC(C)C1Oc2ccccc2N(CC(=O)N2CCOCC2)C1=O (stereo not given)	1%	9%	x
O=C(NC1CCCCCC1)c1c(O)c2ccccc2[nH]c1=O	u	11%	2%
COc1ccc(CSC2=NCCN2)cc1Br	-10%	-6%	3%
CC1CCN(S(=O)(=O)c2cccc(S(=O)(=O)N3CCOCC3)c2)CC1	-20%	-6%	3%
COCC(=O)N1CCc2cc(OC)c(OC)cc2C1COc1ccc2c(C)cc(=O)oc2c1 (stereo not given)	x	0%	-3%
CCNC(=S)NNC(=O)c1csc(CC)c1	1%	1%	4%
COc1ccccc1NC(=O)CSc1nnc(Cc2cccs2)n1C	2%	-2%	x
CC(C)c1nnc2n1N=C(c1ccc(Cl)cc1)CS2	-13%	5%	x
O=C1S/C(=C\c2ccc(N3CCOCC3)o2)C(=O)N1Cc1ccc(F)cc1	0%	-2%	2%
O=C(O)CSCc1cnn(-c2ccccc2)c1-n1cccc1	-24%	24%	6%
O=C(NC1CCCCNC1=O)c1ccccc1 (stereo not given)	-3%	9%	x
CCOC(=O)c1c(O)c2ccccc2n(C)c1=O	7%	-12%	-1%
CC(C)C[C@H](NC(=O)c1[nH]cnc1C(=O)N[C@@H](C)C(=O)OC(C)(C)C)C(=O)OCc1ccccc1	19%	-34%	6%
CCOc1cc(NC(=O)CCl)c(OCC)cc1NC(C)=O	0%	-2%	3%
CCc1ccccc1NC(=O)CN(C)C(=O)COC(=O)c1cccnc1Cl	x	-4%	0%

FEN1 inhibitor, hit marks shown above.
SMILES	N370S GC mod	FEN1 inhibitor	TDP1 inh
CCOC(=O)c1ccc(CC(=O)c2ccc(O)c(O)c2O)o1	-11%	14µM*	x

7 compounds drawn at random from those above, as already listed:
SMILES	N370S GC mod	FEN1 inhibitor	TDP1 inh
O=C(O)CSCc1cnn(-c2ccccc2)c1-n1cccc1	-24%	24%	6%
CC(C)C[C@H](NC(=O)c1[nH]cnc1C(=O)N[C@@H](C)C(=O)OC(C)(C)C)C(=O)OCc1ccccc1	19%	-34%	6%
CC1CCN(S(=O)(=O)c2cccc(S(=O)(=O)N3CCOCC3)c2)CC1	-20%	-6%	3%
CCc1ccccc1NC(=O)CN(C)C(=O)COC(=O)c1cccnc1Cl	x	-4%	0%
O=C(NCCN1CCOCC1)C1CCCN(S(=O)(=O)c2ccc(F)cc2)C1 (stereo not given)	-12%	6%	3%
COc1ccc(CSC2=NCCN2)cc1Br	-10%	-6%	3%
O=C(NC1CCCCNC1=O)c1ccccc1 (stereo not given)	-3%	9%	x

The list continues:
SMILES	N370S GC mod	FEN1 inhibitor	TDP1 inh
Cc1cc(CSc2ccccc2)ccc1NC(=O)c1ccc(C)c([N+](=O)[O-])c1	4%	-8%	3%
O=C(Nc1nccs1)c1ncc(Cl)c(Cl)c1Cl	-12%	9%	x
CCOC(=O)c1ccccc1NC(=O)COC(=O)CSC(C)C(=O)Nc1cc(C)on1 (stereo not given)	-1%	4%	1%
Cc1ccc(C)c(-c2[nH]c3c(c2-c2c(-n4cccc4)n(C)c(=O)[nH]c2=O)c(=O)[nH]c(=O)n3C)c1	x	-7%	-8%
CN1CCN(NC(=O)c2ccc(Cl)s2)CC1	-7%	5%	3%
O=C(COc1ccc(-c2nnc(N3CCCCC3)c3ccccc23)cc1)N1CCCCC1	-7%	-3%	2%
COc1ccccc1CNCC(=O)Nc1ccccc1-n1cccc1	9%	-14%	6%
O=C(Nc1csc([N+](=O)[O-])c1)Nc1ccccc1Cl	-1%	-21%	x
CCCOc1ccc(CN(CCC#N)C(=S)NC(=O)c2ccccc2)cc1	13%	0%	x
Nc1ccc(N2CCOCC2)c(Cl)c1	4%	1%	4%
Cc1ccc(S(=O)(=O)Nc2ccccc2/C=N/c2nc3ccccc3n2C(C)C)cc1	3%	-7%	5%
CCCc1nnc(SCC(=O)Nc2ccc3c(c2)OCCO3)n1CCOC	-8%	0%	x
CCNC(=S)NNC(=O)Cn1c(=O)c2c(ncn2CCOC)n(Cc2ccccc2)c1=O	-9%	5%	6%
C=CCn1c(CNC(=O)c2ccccc2F)nnc1SCC(=O)N1CCOCC1	-6%	13%	1%
CSc1ccc(S(=O)(=O)NCC(=O)OCC(=O)NCC2CCCO2)cc1[N+](=O)[O-] (stereo not given)	0%	-4%	-14%[0.505 µM]
Cc1nn(Cc2ccccc2Cl)c(Cl)c1/C=C/C(=O)OCC(=O)NC(N)=O	-3%	-2%	0%
Cc1ccc(C(=O)NCC(=O)OCc2cc(=O)n3nc(C4CC4)sc3n2)cc1	x	3%	5%
CC1CCN(C(=O)C2CCN(CCCc3ccccc3)CC2)CC1	1%	x	-4%
COc1ccc(CNC(=O)CSCc2cnn(-c3ccccc3)c2-n2cccc2)cc1OC	x	-13%	8%
NC(=O)c1ccccc1N/C=C/C(=O)c1ccc(Cl)cc1Cl	13%	-3%	2%
Cc1c(C(=O)Nc2cccc(F)c2)oc2c1-c1nn(Cc3c(F)cccc3Cl)cc1CC2	x	3%	4%
Cc1ccc(Sc2c([N+](=O)[O-])c(=O)n(C)c3ccccc23)cc1	-5%	-9%	x
COc1cccc(NC(=S)NCc2ccc(F)cc2)c1	0%	-7%	x
COc1ccccc1NC(=O)N1CCCC1C(=O)NCC1CCCO1 (stereo not given)	3%	29%	5%
O=C(Nc1cccc2ccccc12)/C(Cl)=C/c1ccccc1	16%	-3%	-9%

Next part.
SMILES	N370S GC mod	FEN1 inhibitor	TDP1 inh
Cc1cc(C)c(C#N)c(SCS(=O)c2ccc(C(C)(C)C)cc2)n1 (stereo not given)	-24%	0%	5%
CCN1CCN(CC(=O)Nc2cc(F)ccc2C)CC1	-3%	0%	1%
O=C(O)CCn1nc(-c2ccc(F)cc2)cc(Cc2ccccc2)c1=O	-16%	4%	x
COc1cccc2c(=O)n(CC(=O)Nc3ccccc3F)ccc12	12%	-1%	8%
CN1CCN(S(=O)(=O)c2ccc(Sc3nnc(-c4cccs4)n3-c3ccccc3)nc2)CC1	8%	-16%	7%
COc1ccc(C(NC(=O)CN2CCCCCC2)c2ccc(OC)cc2)cc1	-4%	-4%	-20%
COc1cc(NC(=O)c2cccc(C)c2)c(OC)cc1NC(=O)CN1CCCCC1	-6%	-20%	5%
COc1cc(NC(=O)c2cc(-c3ccccc3Cl)on2)cc(OC)c1OC	-6%	u	x
CCC(C)n1cnc2c(c1=O)c1nc3ccccc3nc1n2-c1ccc2c(c1)OCCO2 (stereo not given)	17%	1%	-2%
O=C(CN1C(=O)S/C(=C\c2ccccc2F)C1=O)NC1CCS(=O)(=O)C1 (stereo not given)	0%	-13%	-4%
COc1ccc(-c2cc(=O)c3cc(OC)c(OC)cc3[nH]2)cc1	-7%	u	1%
O=C1CCC(C(=O)N2CCSCC2)CN1Cc1ccc(Cl)cc1 (stereo not given)	1%	-11%	2%
CN(c1ccc(OCC(=O)NC2CCCC2)cc1)S(=O)(=O)c1cccs1	5%	-5%	2%
CC(=O)c1ccccc1NC(=O)COC(=O)CCCN1C(=O)c2cccc3cccc(c23)C1=O	-2%	0%	-3%
O=C(/C=C/c1cccc([N+](=O)[O-])c1)N1CC[C@@]2(O)CCCC[C@H]2C1	-1%	-5%	x
O=C(COc1ccccc1F)Nc1nnc(SCc2cc(=O)n3ccccc3n2)s1	x	-6%	0%
Cc1cc(Br)c(NC(=O)CN(C)CCOc2ccccc2)c(Br)c1	-29%	-21%	0%
Cc1ccc(-n2nnnc2SCC(=O)NC(=O)Nc2ccc3c(c2)OCCO3)cc1	-19%	3%	4%
COc1ccc(NC(=O)CCNS(=O)(=O)c2ccc(Cl)c([N+](=O)[O-])c2)cc1S(N)(=O)=O	1%	-19%	2%[0.0935 µM]
O=C1C(c2ccc(C(F)(F)F)cc2)=C(Nc2ccc(Cl)cc2)c2ccccc21	x	-6%	2%
COc1ccc(N=C(N(C)C)P(=O)(N(C)C)N(C)C)cc1	-7%	-4%&6%	6%
Cc1cccc(OCCCC(=O)Nc2nc3ccccc3[nH]2)c1	4%	-4%	0%
CCOCCOC(=O)Cn1cnc2scc(-c3ccc(C)cc3)c2c1=O	-14%	8%	-1%
CN(C)c1ccc(/C=C/c2cccc[n+]2[O-])cc1	0%	0%	8%
CN(C)CC/C=C1/c2cc(F)ccc2CSc2ccc(F)cc21	-23%	-4%	4%

Full records, quoted from the list.
`O=C(O)CCn1nc(-c2ccc(F)cc2)cc(Cc2ccccc2)c1=O` across the screens: N370S GC mod = -16%; FEN1 inhibitor = 4%; TDP1 inh = x
`COc1ccc(N=C(N(C)C)P(=O)(N(C)C)N(C)C)cc1` across the screens: N370S GC mod = -7%; FEN1 inhibitor = -4%&6%; TDP1 inh = 6%

Next part
SMILES	N370S GC mod	FEN1 inhibitor	TDP1 inh
CCOc1ccccc1NC(=O)c1c(NC(=O)C(C)Oc2ccc(Cl)cc2)sc2c1CCCCC2 (stereo not given)	x	1%	3%[12.3 µM]
COCCN1C(=O)N(c2cccc(OC)c2)C(=O)C1CC(=O)Nc1ccc(OC)cc1 (stereo not given)	-15%	10%	2%
O=C(Nc1nccs1)c1ccc(NC(=O)C2CC=CCC2C(=O)O)cc1 (stereo not given)	17%	4%	1%
CCNC(=O)COC(=O)C1CCN(S(=O)(=O)c2ccc3c(c2)OCCO3)CC1	-4%	-4%	1%
CCOC(=O)C(C)(C)Sc1ncnc2nc[nH]c12	-3%	-13%	5%
Cc1cccc(NC(=O)c2nc[nH]c2C(=O)NC2CCN(C(=O)OC(C)(C)C)CC2)c1	x	-6%	0%
Cc1cccc(NC(=O)C2CCC(CNS(=O)(=O)c3csc(C(N)=O)c3)CC2)c1C (stereo not given)	x	1%	0%
O=S(=O)(c1cccc(Cl)c1)N1CN(CC2CCCO2)c2nc3ccccc3nc21 (stereo not given)	26%	-11%	1%
Cc1ccc(C)c(NC(=O)CN2C(=O)c3cccnc3Oc3ccc(C)cc32)c1	x	-8%	-2%
COCCN(C(=O)COC(=O)COc1ccc2c(c1)CCC2)c1c(N)n(Cc2ccccc2)c(=O)[nH]c1=O	-2%	9%	x
CCOc1ccccc1N1CCN(CC(O)COCc2cccs2)CC1 (stereo not given)	2%	-4%	11%
CCOc1ccc2c(c1)c1nnc(SCC(=O)NC3CC3)nc1n2C	2%	-4%	-19%
O=C(NN1C(=O)CSC1=S)C(=O)NN1C(=O)CSC1=S	-5%	u	x
COc1ccc(-n2cnc3cc(C(=O)NCC4CCCO4)ccc32)cc1 (stereo not given)	-3%	10%	3%
Cn1c(O)c(/C=C2\C=Nc3ccccc32)sc1=Nc1ccc(C(=O)O)cc1	-6%	-2%	3%
Cc1noc(C)c1S(=O)(=O)N1CCCC(C(=O)Nc2ccc(Cl)cn2)C1 (stereo not given)	2%	1%	2%
Cc1ccc(C(=O)Nc2cccc(NC(=O)c3cccs3)c2)c(C)c1	u	10%	x
CCCCOCP(=O)(CCCC)COCCCC	u	-1%	2%
CC(C)OC(=O)CSc1nnc(-c2ccc(Cl)cc2Cl)n1N	1%	-14%	7%
Cc1ccc(NC(=O)/C(=C\c2cccnc2)NC(=O)c2ccco2)cc1	9%	0%	0%
Cc1cc(C)c(C#N)c(SCC(=O)Nc2c(C)n(C)n(-c3ccccc3)c2=O)n1	x	-3%	1%
COc1ccc(NC(=O)/C(=C\c2cccnc2)NC(=O)c2cccs2)cc1	-1%	7%	2%
O=C(Nc1nnc(CCN2CCCCC2)s1)c1ccc(Cl)cc1Cl	23%	-2%	4%
CCn1c(SCC(=O)c2ccc(CNC(C)=O)o2)nnc1-c1cccs1	2%	5%	x
CCc1nn(CC(=O)Nc2ccc(NC(C)=O)cc2)c(=O)c2cc3sccc3n12	x	21%	0%
C[C@H](NC(=O)[C@H](Cc1ccccc1)n1c(=O)[nH]c2ccccc2c1=O)C(=O)N1CCC[C@H]1C(=O)O	-10%	-1%	x
CCOC(=O)c1c(C)[nH]c(C)c1S(=O)(=O)NCCc1ccco1	-2%	-13%	4%
